PAFAH1B3 inh – inhibitors of human PAFAH1B3; Q15102; recombinant PAFAH1B3, FP-rhodamine probe, fluorescence polarization; inhibition, % at 3.39 µM; 0.28% of 340,000 active;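 active means inhibition above the screen-wide average of all tested compounds plus 3 SD, cut at about 25% in these data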;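 further: 0% = enzyme with DMSO only and 100% = wells lacking PAFAH1B3 protein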
Target sequence (Q15102 whole entry, looked up): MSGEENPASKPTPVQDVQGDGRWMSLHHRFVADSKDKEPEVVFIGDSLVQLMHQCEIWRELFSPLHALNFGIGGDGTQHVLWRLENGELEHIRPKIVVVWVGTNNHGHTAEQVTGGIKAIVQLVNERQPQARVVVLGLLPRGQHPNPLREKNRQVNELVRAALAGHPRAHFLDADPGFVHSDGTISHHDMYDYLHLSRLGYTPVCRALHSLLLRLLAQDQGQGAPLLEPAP
GSTO1 inh – counter-screen for RBBP9 inhibitors: inhibitors of human GSTO1; P78417; recombinant GSTO1, activity-based probe fluorescence polarization; inhibition, % at 5.96 µM; 1.1% of 300,000 active; AID 1974;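 active means inhibition above the campaign mean inhibition plus 3 SD, cut at about 35% in these data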;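 further: 0% = GSTO1-1 with DMSO and 100% = wells lacking GSTO1-1 enzyme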
PAFAH2 inh – PAFAH2 (human) inhibition. Q99487. recombinant PAFAH2, FP-rhodamine activity probe, fluorescence polarization. inhibition, % at 3.39 µM. 0.99% of 340,000 active;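 active means inhibition above the mean over all tested compounds plus 3 SD, cut at about 30% in these data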;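 further: inhibitors block probe labeling of enzyme so polarization drops; 0% = enzyme with DMSO and 100% = wells lacking PAFAH2 protein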
pPAFAH FP inh – pPAFAH (human) enzyme inhibition | Q13093 | recombinant pPAFAH, FP-rhodamine probe fluorescence polarization | inhibition, % at 3.39 µM | 1.5% of 330,000 active;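 active means inhibition above the mean inhibition across the screen plus 3 SD, cut at about 25% in these data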;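 further: inhibitors block binding of the rhodamine activity-based probe so polarization drops; 0% = enzyme with DMSO and 100% = wells lacking pPAFAH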
LYPLA1 counter – LYPLA1 (human) inhibition in PME1 counter-screen; AID 2174; O75608; 0.16% of 320,000 active; recombinant LYPLA1, FP-Rh probe fluorescence polarization; inhibition, % at 5.9 µM;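 active means inhibition above the mean of all tested compounds plus 3 SD, set per campaign, cut at about 14% in these data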;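 further: inhibitors block serine hydrolase probe labeling of LYPLA1 so polarization falls; 0% = enzyme with DMSO and 100% = wells lacking LYPLA1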
Target sequence (O75608 whole entry, looked up): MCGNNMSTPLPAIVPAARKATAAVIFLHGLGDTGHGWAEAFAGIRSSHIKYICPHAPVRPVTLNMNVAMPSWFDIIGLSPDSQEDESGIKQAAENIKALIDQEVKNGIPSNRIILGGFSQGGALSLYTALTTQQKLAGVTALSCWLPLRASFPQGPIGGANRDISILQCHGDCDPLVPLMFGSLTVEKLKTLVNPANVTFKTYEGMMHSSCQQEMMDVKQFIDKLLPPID
PME-1 inh – PME-1 (human) inhibition; Q9Y570; 0.53% of 320,000 active; inhibition, % at 5.9 µM; AID 2130; recombinant PME-1, FP-Rh probe fluorescence polarization;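 active means inhibition above the campaign mean of all compounds plus 3 SD, cut at about 26% in these data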;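 further: competitive labeling of PME-1 active site by serine hydrolase directed probe; 0% = PME-1 with DMSO and 100% = wells lacking PME-1 enzyme; inhibitors block probe labeling so polarization falls and inhibition rises; many of its hits are not listed in these tables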
Target sequence (Q9Y570 whole entry, looked up): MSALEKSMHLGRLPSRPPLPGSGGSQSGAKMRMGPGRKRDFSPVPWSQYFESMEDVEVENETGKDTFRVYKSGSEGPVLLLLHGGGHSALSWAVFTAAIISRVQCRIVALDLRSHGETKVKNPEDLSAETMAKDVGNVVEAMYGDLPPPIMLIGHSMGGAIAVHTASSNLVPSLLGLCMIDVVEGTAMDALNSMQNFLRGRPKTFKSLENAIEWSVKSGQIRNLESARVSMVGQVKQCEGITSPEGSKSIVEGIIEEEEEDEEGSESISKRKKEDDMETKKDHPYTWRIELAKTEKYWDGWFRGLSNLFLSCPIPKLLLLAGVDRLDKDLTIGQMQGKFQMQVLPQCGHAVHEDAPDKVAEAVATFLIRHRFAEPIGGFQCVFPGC
PAFAH1B2 inh – blocks human PAF acetylhydrolase 1b catalytic subunit 2; P68402; recombinant PAFAH1B2, FP-rhodamine activity probe, fluorescence polarization; inhibition, % at 3.39 µM; 1.2% of 340,000 active; AID 492953;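 active means inhibition above the mean of all tested compounds plus 3 SD, cut at about 24% in these data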;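 further: 0% = enzyme with DMSO and 100% = wells lacking PAFAH1B2; many of its hits are not listed in these tables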
LYPLA2 inh – counter-screen for PME1 inhibitors: inhibitors of human LYPLA2; O95372; recombinant LYPLA2, FP-Rh probe fluorescence polarization; inhibition, % at 5.9 µM; 0.38% of 320,000 active; AID 2177;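 active means inhibition above the screen-wide mean plus 3 SD, limit set per campaign, cut at about 26% in these data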;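 further: 0% = LYPLA2 with DMSO and 100% = wells lacking LYPLA2 enzyme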
PAD4 FP inh – inhibitors of human PAD4. 0.41% of 330,000 active. AID 485272. Q9UM07. recombinant PAD4, RCA probe fluorescence polarization. inhibition, % at 6.36 µM;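 active means percent inhibition above a cutoff equal to the mean of all tested compounds plus 3 SD, cut at about 15% in these data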;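 further: 0% = PAD4 with RCA probe and DMSO and 100% = probe without PAD4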
* hit, by the source's call; . = not tested or not shown. This is a subset, so the mix of outcomes need not match the whole.

1: O=C1CSC(=S)N1c1cccc(Cl)c1
2: CCC(C)NC(=O)c1ccc(CSCc2cccc(F)c2)o1 (stereo not given)
3: COc1cc(OC)cc(-c2c(C#Cc3ccsc3)c3cc(-c4cnc(OC)nc4)ccc3n2C)c1
4: Cc1cc(C)cc(N(CC(=O)Nc2ccccc2C(=O)N2CCOCC2)S(C)(=O)=O)c1
5: NC(=O)c1ccc(NC(=O)CSc2nnc(-c3ccc4c(c3)OCO4)o2)cc1
6: CCS(=O)(=O)N1CCC(C(=O)NCc2ccc(F)cc2)CC1

assay / entry	1	2	3	4	5	6
PAFAH1B3 inh	8	5	-4	10	3	3
GSTO1 inh	-4	-1	.	-2	.	-1
PAFAH2 inh	6	-6	-5	2	1	-6
pPAFAH FP inh	4	24	2	2	7	5
LYPLA1 counter	-1	-6	-1	-5	-2	-1
PME-1 inh	-4	1	0	10	5	3
PAFAH1B2 inh	0	5	-1	3	0	-5
LYPLA2 inh	-7	-4	3	-4	0	-5
PAD4 FP inh	-13	-4	2	1	-5	0

7: COC(=O)C(CCSC)NC(=O)/C=C/c1ccc(OC)cc1 (stereo not given)
8: O=C1Nc2ccccc2/C1=C/c1ccccc1Cl
9: COC(=O)c1ccc(/C=C/C(=O)OCC(=O)c2ccc[nH]2)cc1
10: Cc1nn2c(NCCOCCO)c3c(nc2c1-c1ccccc1)CCC3
11: Oc1ccc(/C=N/N2CCCCC2)c(O)c1
12: COC(=O)c1c(C(=O)OC)c2n(c1C)CCS2

assay / entry	7	8	9	10	11	12
PAFAH1B3 inh	6	12	5	5	8	-4
GSTO1 inh	0	1	.	-2	5	6
PAFAH2 inh	10	-6	6	-3	2	1
pPAFAH FP inh	1	1	3	-2	-1	6
LYPLA1 counter	0	0	.	-1	-1	-1
PME-1 inh	0	8	.	-3	-7	1
PAFAH1B2 inh	5	2	1	5	5	0
LYPLA2 inh	1	0	.	-6	-3	-4
PAD4 FP inh	-1	-4	2	2	1	-6

13: CSc1nc2ccc(Br)cc2[nH]1
14: Cc1ccc2c(c1)sc[n+]2Cc1ccccc1
15: COCc1cc(CN2CCN(CCCc3ccccc3)C(CCO)C2)ccc1OC (stereo not given)
16: Cc1ccc2cc(C#N)c(NCCNC(=O)C3CCC3)nc2c1C
17: CCCS(=O)(=O)NCCc1csc(-c2ccc(OC)c(OC)c2)n1
18: CCCCCCCCCCCCN1[C@@H](CC(=O)O)c2cc(F)ccc2S1(=O)=O

assay / entry	13	14	15	16	17	18
PAFAH1B3 inh	1	8	6	9	3	-3
GSTO1 inh	9	1	6	-2	6	18
PAFAH2 inh	6	-11	12	-2	2	-2
pPAFAH FP inh	-3	2	1	0	-6	48*
LYPLA1 counter	2	0	3	-3	2	10
PME-1 inh	-1	3	0	-7	-8	2
PAFAH1B2 inh	-1	4	6	3	1	31*
LYPLA2 inh	7	-2	3	1	3	58*
PAD4 FP inh	4	22*	-4	6	-1	0

19: COc1ccc(S(=O)(=O)N2CCOCC2)cc1NC(=O)COc1ccccc1
20: CCC(C)(C)n1nnnc1C(c1cc2cc3c(cc2[nH]c1=O)OCO3)N1CCN(C)CC1 (stereo not given)
21: CCCCn1c(-c2ccccc2)nnc1-c1ccccc1
22: CCOC(=O)C1(Cc2cccc(OC)c2)CCN(Cc2cccc(OCC)c2O)CC1
23: O=C(c1cc2ccccn2n1)N1CCN(c2cccc(C(F)(F)F)c2)CC1
24: CCOc1ncccc1C(=O)OCC(=O)N1c2ccccc2CC1C (stereo not given)

assay / entry	19	20	21	22	23	24
PAFAH1B3 inh	8	-1	8	3	10	-2
GSTO1 inh	14	-1	2	3	8	.
PAFAH2 inh	6	-3	-4	-2	-2	6
pPAFAH FP inh	2	8	3	1	1	2
LYPLA1 counter	0	1	4	0	-2	-1
PME-1 inh	18	-9	3	-1	0	-5
PAFAH1B2 inh	5	4	0	7	1	0
LYPLA2 inh	2	0	3	1	6	6
PAD4 FP inh	7	-2	2	-3	-4	-3

25: Clc1ccccc1-c1nnc2sc(-c3ccco3)nn12
26: CC1=C(C(=O)NC2CCCc3c2cnn3-c2cccc(C)c2C)OCCO1 (stereo not given)
27: COC(=O)CC(=O)Cc1nc(N)nc(Nc2ccc(C)c(C)c2)n1
28: COc1ccc(C(=O)Nc2cccnc2Cl)cc1OC
29: Cc1c(NC(=O)CCc2ccccc2)cccc1[N+](=O)[O-]
30: CCOC(=O)N1CCN(C(=O)c2cc3sccc3n2C)CC1

assay / entry	25	26	27	28	29	30
PAFAH1B3 inh	23	0	15	3	-2	5
GSTO1 inh	3	-4	0	1	-3	7
PAFAH2 inh	-3	3	16	7	4	1
pPAFAH FP inh	6	-6	24	1	6	5
LYPLA1 counter	1	-2	-2	1	0	-1
PME-1 inh	-8	-9	0	1	2	1
PAFAH1B2 inh	5	3	-2	4	2	-1
LYPLA2 inh	10	0	6	5	3	-2
PAD4 FP inh	-1	-2	2	1	-3	-2

31: COc1cccc2cc(-c3cc(=O)oc4ccc(O)cc34)oc12
32: CC1(C)CC(NC(=O)C(c2ccccc2)c2ccccc2)CC(C)(C)N1
33: CCc1cccc(NC(=O)CSc2nc3c(c(=O)[nH]2)CCCC3)c1
34: Cc1ccccc1-n1c(SCC(=O)c2cc(C)n(C)c2C)nnc1-c1cccnc1
35: O=C(CN1CCN(c2ccccc2F)CC1)c1ccc2c(c1)OCO2
36: Cc1noc(C)c1S(=O)(=O)N1CCC(C(=O)Nc2ccccn2)CC1

assay / entry	31	32	33	34	35	36
PAFAH1B3 inh	-2	4	.	-4	2	8
GSTO1 inh	-2	0	-6	4	8	6
PAFAH2 inh	-10	3	.	3	1	2
pPAFAH FP inh	15	7	7	3	0	4
LYPLA1 counter	-6	0	-5	0	-3	-4
PME-1 inh	-6	-5	2	1	-6	2
PAFAH1B2 inh	2	5	.	5	2	1
LYPLA2 inh	-10	6	-3	4	9	-1
PAD4 FP inh	-7	-4	-1	-4	-4	0

37: COc1cccc(CN2CC(C(=O)N3CCN(C(C)C)CC3)CCC2=O)c1 (stereo not given)
38: Cc1nc(-c2nc(CC(=O)NNC(=O)c3ccc(Cl)cc3)cs2)cs1
39: CC1CC1C(=O)OCC(=O)NC(=O)c1ccc(C(C)(C)C)cc1 (stereo not given)
40: Cc1ccc(Oc2nc(C(F)(F)F)nc3ccccc23)cc1
41: CCOC(=O)Nc1ccc2c(CN3CCN(S(=O)(=O)c4ccccc4)CC3)cc(=O)oc2c1
42: COc1ccc(C)cc1NC(=O)C1CC(=O)N(Cc2ccco2)C1 (stereo not given)

assay / entry	37	38	39	40	41	42
PAFAH1B3 inh	4	3	9	-4	-5	-6
GSTO1 inh	-5	-2	.	-6	4	6
PAFAH2 inh	-10	1	3	9	6	-2
pPAFAH FP inh	-5	11	2	4	6	-1
LYPLA1 counter	0	1	.	0	9	3
PME-1 inh	3	4	.	-5	2	-5
PAFAH1B2 inh	-1	2	3	2	1	0
LYPLA2 inh	-8	5	.	4	16	2
PAD4 FP inh	0	2	-2	-2	6	2

43: CC1CCCCN1C(=O)CSc1nc(-c2ccccc2)cn1N (stereo not given)
44: C#CCOCCOCCOCCNc1nc(N2CCOCC2)nc(N2CCN(C(=O)[C@H](Cc3cc4ccccc4[nH]3)n3cc([C@@H](N)Cc4ccc(O)cc4)nn3)CC2)n1
45: COc1ccccc1/C=C/C(=O)NC1CC2CCC1C2 (stereo not given)
46: COc1cc(C2/C(=C(\O)c3ccc4c(c3)CC(C)O4)C(=O)C(=O)N2CCN2CCOCC2)cc(OC)c1OC (stereo not given)
47: CCC(C)NC(=O)c1ccc2nc(-c3ccc(OC)c(OC)c3)c(-c3ccc(OC)c(OC)c3)nc2c1 (stereo not given)
48: O=[N+]([O-])c1cc([N+](=O)[O-])c(Oc2ccc(Cl)c3cccnc23)cc1NN1CCCCC1

assay / entry	43	44	45	46	47	48
PAFAH1B3 inh	6	7	7	-1	3	11
GSTO1 inh	3	1	-7	-7	-2	24
PAFAH2 inh	-3	7	-1	3	-8	7
pPAFAH FP inh	9	3	8	2	2	2
LYPLA1 counter	-1	0	5	-1	-5	2
PME-1 inh	3	-1	-4	10	-7	7
PAFAH1B2 inh	4	-1	1	1	2	7
LYPLA2 inh	1	2	0	0	-4	3
PAD4 FP inh	-2	1	0	-3	-1	-3

49: Nc1ccc(NC2C[C@@H](C(=O)O)NC2=O)cc1 (stereo not given in full)
50: CN(CC(=O)NCC(=O)Nc1ccc(F)c(F)c1F)C1CCS(=O)(=O)C1 (stereo not given)
51: COc1ccccc1OCCOCCOc1c(C)cc(C)cc1Br
52: COC(=O)N1C/C=C\C(c2ccc(OC)cc2)N(Cc2ccc(F)cc2)C(=O)C1 (stereo not given)
53: O=C(OCc1cnc(Cl)s1)c1cccs1
54: Cc1ccc(C(=O)C(OC(=O)c2c(C)cc(=O)oc2C)c2ccccc2)cc1 (stereo not given)

assay / entry	49	50	51	52	53	54
PAFAH1B3 inh	1	3	3	1	8	4
GSTO1 inh	-2	.	-1	10	2	0
PAFAH2 inh	3	-9	2	3	19	2
pPAFAH FP inh	0	-3	0	0	0	-2
LYPLA1 counter	-1	-2	0	2	-3	2
PME-1 inh	-2	3	-4	-1	-3	0
PAFAH1B2 inh	-3	-5	8	1	-3	6
LYPLA2 inh	-3	3	2	-4	0	12
PAD4 FP inh	-3	0	-4	-2	1	2

Structures from the list above with an NH in an aromatic ring:
9: COC(=O)c1ccc(/C=C/C(=O)OCC(=O)c2ccc[nH]2)cc1
13: CSc1nc2ccc(Br)cc2[nH]1
20: CCC(C)(C)n1nnnc1C(c1cc2cc3c(cc2[nH]c1=O)OCO3)N1CCN(C)CC1 (stereo not given)
33: CCc1cccc(NC(=O)CSc2nc3c(c(=O)[nH]2)CCCC3)c1
44: C#CCOCCOCCOCCNc1nc(N2CCOCC2)nc(N2CCN(C(=O)[C@H](Cc3cc4ccccc4[nH]3)n3cc([C@@H](N)Cc4ccc(O)cc4)nn3)CC2)n1

assay / entry	9	13	20	33	44
PAFAH1B3 inh	5	1	-1	.	7
GSTO1 inh	.	9	-1	-6	1
PAFAH2 inh	6	6	-3	.	7
pPAFAH FP inh	3	-3	8	7	3
LYPLA1 counter	.	2	1	-5	0
PME-1 inh	.	-1	-9	2	-1
PAFAH1B2 inh	1	-1	4	.	-1
LYPLA2 inh	.	7	0	-3	2
PAD4 FP inh	2	4	-2	-1	1

Screens deposited in PubChem by The Scripps Research Institute Molecular Screening Center.
